Bioassay records deposited in PubChem BioAssay by National Center for Advancing Translational Sciences (NCATS).
Sm TGR inh = inhibitors of Schistosoma mansoni thioredoxin glutathione reductase | AID 485364 | Q962Y6 | purified TGR, DTNB reduction, TNB absorbance 405 nm | 3% of 360,000 active | Potency, µM (highest dose often 114 µM), inactives show at the top dose activity change, negative = inhibition, usual class: inhibitors; also: potency is read from the fitted curve at half-maximal effect; % is scaled to controls: 0 for no effect and ±100 for the full control effect; nearly all actives have a fitted effect of over 60% in size
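TGR 20 nM + NADPH 100 uM (dispensed conc.), cpd preinc 15 min RT; start with NADPH (500 uM addition) then DTNB (15 mM addition). Kinetic TNB absorbance, 405 nm filter. Four-parameter Hill fit across titration.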
Shiga toxin inh = blocks Shiga toxin action in Vero cells. 9.2% of 290,000 active. Vero cells, Shiga toxin protein synthesis inhibition reporter. inhibition, % at 38.7 µM. AID 2315; in the data active = inhibition mostly above about 28%, no sharp cut-off; inactive = mostly below about 43%; also: 0% is about no effect
Giardia FBPA inh = Giardia lamblia aldolase inhibition | AID 2451 | 0.71% of 290,000 active | A8B2U2 | Potency, µM (series often up to 59.6 µM), for inactives: top-dose activity, negative = inhibition, actives largely listed as inhibitors | purified Giardia FBPA; also: potency is read from the fitted curve at half-maximal effect; % is scaled to controls: 0 for no effect and ±100 for the full control effect; nearly all actives have a fitted effect of over 55% in size
Target sequence (A8B2U2 whole entry, looked up): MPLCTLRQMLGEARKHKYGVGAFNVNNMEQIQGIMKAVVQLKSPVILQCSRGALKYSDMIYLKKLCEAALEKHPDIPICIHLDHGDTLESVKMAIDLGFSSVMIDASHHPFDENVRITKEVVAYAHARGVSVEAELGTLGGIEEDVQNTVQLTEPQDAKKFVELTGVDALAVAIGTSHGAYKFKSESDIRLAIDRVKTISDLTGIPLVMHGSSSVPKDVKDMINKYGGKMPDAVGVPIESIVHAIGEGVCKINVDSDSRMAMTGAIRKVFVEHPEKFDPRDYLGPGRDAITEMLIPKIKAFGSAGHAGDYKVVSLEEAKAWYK
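Giardia FBPA (40 nM reagent) was preincubated 10 min at RT with compound (up to 57.5 uM final), then substrate plus GAPDH/TPI/NAD/arsenate coupling system with diaphorase/resazurin was added; resorufin fluorescence (525/598 nm) was read after 20 min.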
Pf growth 48h = inhibits P. falciparum growth in the first generation, 48 h. P. falciparum luciferase growth in erythrocytes, 48 h. Potency, µM (titrated, usually from 28.7 µM), for inactives: at the top dose activity change, negative = inhibition, actives largely listed as inhibitors. 5.9% of 310,000 active; also: potency is read from the fitted curve at half-maximal effect; % is scaled to controls: 0 for no effect and ±100 for the full control effect
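Here the parasites carry a stable luciferase gene and grow inside erythrocytes in Albumax-based RPMI medium with compound for one erythrocytic cycle. Activity is scored as loss of luminescent signal.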
Pf growth 96h = inhibits malaria parasite growth, 96 h; Potency, µM (titrated, usually from 28.7 µM), for inactives: top-dose activity change, negative = inhibition, hits mostly inhibitors; P. falciparum luciferase reporter growth, 96 h; AID 504834; 6.9% of 320,000 active; also: potency is read from the fitted curve at half-maximal effect; % is scaled to controls: 0 for no effect and ±100 for the full control effect
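Plates of compound plus infected erythrocytes (2% hematocrit, 0.05% parasitemia final) incubate 96 hours, 37 C, 5% CO2. Detection reagent added; reduced luminescence from the parasites' luciferase reporter flags inhibition.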
Cycloheximide cs = affects cycloheximide protein synthesis inhibition readout, counter-screen; cell reporter, cycloheximide protein synthesis inhibition counterscreen; max response, %; 12% of 300,000 active; AID 2314; in the data active = max response mostly above about 13%, no sharp cut-off; inactive = mostly below about 14%; also: read at 38.3 µM for the half of the compounds with a filed dose; 0% is about no effect
* marks the source's active call; other numbers are inactive results; [ ] = remark or other dose. Unless noted, calls follow the shape of the dose curve; as a rule, active = well fitted curve in the direction sought with a large enough effect; inconclusive = small, poorly fitted or top-dose-only effect, or another doubt; inactive = no such curve, though single readings can be large; an effect the other way counts as inactive or inconclusive. No enrichment for hits, and some 24% of all compounds hit somewhere here.

`COC(=O)Cc1nc(Nc2ccccc2)sc1C` gave Sm TGR inh 0%, Shiga toxin inh 10, Giardia FBPA inh -4%, Pf growth 48h 17%, Pf growth 96h 42%[activator] and Cycloheximide cs 12*.
For CC(=O)c1ccc(NC(=O)c2cc(C)nc3ccccc23)cc1 the results were Sm TGR inh -3%, Shiga toxin inh 28, Giardia FBPA inh 4%, Pf growth 48h 22%, Pf growth 96h inconclusive and Cycloheximide cs 28*.
CC1(C)Cc2c(sc(NC(=O)C(=O)N3CCOCC3)c2C(N)=O)CO1 was read as Sm TGR inh -24%, Shiga toxin inh 13, Pf growth 48h -12%, Pf growth 96h inconclusive and Cycloheximide cs -2.
For COc1ccc(CC(=O)NNC(=O)c2cc(C)[nH]n2)cc1 the results were Sm TGR inh -10%, Shiga toxin inh 11, Giardia FBPA inh 4%, Pf growth 48h -3%, Pf growth 96h -14% and Cycloheximide cs -1.
CC(C)c1oc(=O)cc2c1[C@@H](O)[C@H]1OC(=O)[C@@]3(C)C[C@@H](O)[C@@H](O)[C@@]2(C)C13 (some centres not stated) was read as Sm TGR inh -9%, Shiga toxin inh -22, Giardia FBPA inh 1%, Pf growth 48h 1.5µM*, Pf growth 96h 1µM* and Cycloheximide cs -7.
Screening COc1ccc(C(=O)NNC(=O)C2CCCO2)cc1 (configuration not stated) returned Sm TGR inh -3%, Shiga toxin inh -2, Giardia FBPA inh 9%, Pf growth 48h 2%, Pf growth 96h 38%[activator] and Cycloheximide cs -2.
For COc1ccccc1CNC(=O)C1CCN(S(=O)(=O)c2ccc3c(c2)NC(=O)CO3)CC1 the results were Sm TGR inh -8%, Shiga toxin inh -2, Pf growth 48h -12%, Pf growth 96h 10µM* and Cycloheximide cs -1.
`CCOC(=O)c1cnn(CCOC(=O)c2ccc(F)cc2)c1NC(=O)c1ccc(F)cc1` gave Sm TGR inh -3%, Shiga toxin inh -11, Giardia FBPA inh 5%, Pf growth 48h 6%, Pf growth 96h 37%[activator] and Cycloheximide cs -2.
O=C(Nc1ccccc1Cl)N1CCCN(c2nc(-c3ccccc3)ns2)CC1 was read as Sm TGR inh 3%, Shiga toxin inh 2, Giardia FBPA inh -12%, Pf growth 48h inconclusive, Pf growth 96h inconclusive and Cycloheximide cs 17.
For Nn1c(SCC(=O)Nc2ccc(N3CCOCC3)cc2)nnc1-c1cccc(F)c1 the results were Sm TGR inh 1%, Pf growth 48h 94%[activator] and Pf growth 96h 64%[activator].
`O=C(CN(C(=O)CNC(=O)c1cccs1)c1cccc(F)c1)NC1CCCC1` gave Sm TGR inh -8%, Shiga toxin inh 2, Pf growth 48h 30%, Pf growth 96h inconclusive and Cycloheximide cs -7.
For C[C@H]1CN=C2N(CCNC(=O)CCC3CCCCC3)[C@H](Cc3ccc(O)cc3)CN21 the results were Sm TGR inh -27%, Shiga toxin inh -14, Giardia FBPA inh 4%, Pf growth 48h 5%, Pf growth 96h 12µM* and Cycloheximide cs 1.
`CC12C=CC(=O)C=C1CCC1C2=CCC2(C)C1CC[C@@H]2C(=O)CN1CCN(c2cc(N3CCCC3)nc(N3CCCC3)n2)CC1` (some centres not stated) gave Shiga toxin inh 20, Giardia FBPA inh inconclusive and Cycloheximide cs -2.
`COc1cccc(CC(=O)OC(C)C(=O)NCc2ccc3c(c2)OCO3)c1` (configuration not stated) gave Sm TGR inh 6%, Pf growth 48h -2% and Pf growth 96h 3%.
For O=C(N/N=C/c1ccc(F)cc1)c1cccc(NC(=O)c2ccccc2Cl)c1 the results were Sm TGR inh 3%, Shiga toxin inh 36*, Giardia FBPA inh -1%, Pf growth 48h -3%, Pf growth 96h -6% and Cycloheximide cs 20*.
For CN(C(=O)COC(=O)CSc1ccc(C(N)=O)cc1[N+](=O)[O-])C1CCS(=O)(=O)C1 (configuration not stated) the results were Sm TGR inh -1%, Pf growth 48h 0% and Pf growth 96h -15%.
Screening O=C(NCC1CCCO1)c1ccc(COc2ccccc2)o1 (configuration not stated) returned Sm TGR inh -2%, Pf growth 48h 15% and Pf growth 96h 4%.
Screening O=C(CC1Sc2ccccc2NC1=O)c1ccc(Br)cc1 (configuration not stated) returned Sm TGR inh -6%, Shiga toxin inh 58*, Giardia FBPA inh -3%, Pf growth 48h 45%[activator], Pf growth 96h 49%[activator] and Cycloheximide cs 38*.
For Cn1cc(C(=O)NC2CCCCC2)c(=O)c2cc(S(=O)(=O)N3CCCC3)ccc21 the results were Sm TGR inh 2%, Shiga toxin inh -12, Giardia FBPA inh -2%, Pf growth 48h -22%, Pf growth 96h 8.3µM* and Cycloheximide cs -2.
`O=C(NC(Cc1ccc(F)cc1)C(=O)O)c1ccccc1` (configuration not stated) gave Sm TGR inh 5%, Shiga toxin inh -13, Giardia FBPA inh 4%, Pf growth 48h 10% and Cycloheximide cs -3.
`Cc1ccnc(NC(=O)Cc2ccc([N+](=O)[O-])cc2)c1` gave Shiga toxin inh 58, Giardia FBPA inh 1%, Pf growth 48h 17%, Pf growth 96h 15% and Cycloheximide cs 19*.
`COc1cc(/C=C/C(=O)c2ccc(F)cc2)cc(OC)c1OC` gave Shiga toxin inh -25, Giardia FBPA inh -10%, Pf growth 48h inconclusive, Pf growth 96h 3% and Cycloheximide cs -6.
Screening Cc1cc(/C=C(\C#N)C(=O)O)c(C)n1C1CC1 returned Sm TGR inh -14%, Shiga toxin inh -8, Giardia FBPA inh -3%, Pf growth 48h 3%, Pf growth 96h 5% and Cycloheximide cs 1.
For Cc1cc2ccccc2n2c(SCC(=O)Nc3ccc(S(=O)(=O)N4CCCCC4)cc3)nnc12 the results were Sm TGR inh -1%, Shiga toxin inh -9, Giardia FBPA inh 0%, Pf growth 48h inconclusive, Pf growth 96h 58%[activator] and Cycloheximide cs -2.

Three entries drawn at random from those above, as already listed:
`COc1cc(/C=C/C(=O)c2ccc(F)cc2)cc(OC)c1OC` gave Shiga toxin inh -25, Giardia FBPA inh -10%, Pf growth 48h inconclusive, Pf growth 96h 3% and Cycloheximide cs -6.
`CC12C=CC(=O)C=C1CCC1C2=CCC2(C)C1CC[C@@H]2C(=O)CN1CCN(c2cc(N3CCCC3)nc(N3CCCC3)n2)CC1` (some centres not stated) gave Shiga toxin inh 20, Giardia FBPA inh inconclusive and Cycloheximide cs -2.
`O=C(NC(Cc1ccc(F)cc1)C(=O)O)c1ccccc1` (configuration not stated) gave Sm TGR inh 5%, Shiga toxin inh -13, Giardia FBPA inh 4%, Pf growth 48h 10% and Cycloheximide cs -3.

The main list resumes, repeating the two entries before the break.
Screening Cc1cc(/C=C(\C#N)C(=O)O)c(C)n1C1CC1 returned Sm TGR inh -14%, Shiga toxin inh -8, Giardia FBPA inh -3%, Pf growth 48h 3%, Pf growth 96h 5% and Cycloheximide cs 1.
For Cc1cc2ccccc2n2c(SCC(=O)Nc3ccc(S(=O)(=O)N4CCCCC4)cc3)nnc12 the results were Sm TGR inh -1%, Shiga toxin inh -9, Giardia FBPA inh 0%, Pf growth 48h inconclusive, Pf growth 96h 58%[activator] and Cycloheximide cs -2.
CCCCNC(=O)CC1C(=O)N(Cc2ccccc2)C(C)c2nc3ccccc3n21 (configuration not stated) was read as Sm TGR inh -2%, Shiga toxin inh -19, Giardia FBPA inh 11%, Pf growth 48h inconclusive, Pf growth 96h 19% and Cycloheximide cs -3.
For Cc1nc(C2CCC3C4CCC5=CC(=O)CC[C@]5(C)C4CC[C@]23C)cs1 (some centres not stated) the results were Sm TGR inh -1%, Shiga toxin inh -7, Giardia FBPA inh -1%, Pf growth 48h -6%, Pf growth 96h -13% and Cycloheximide cs -5.
`Cc1ccc(C(=O)N2CCN=C2SCc2ccc([N+](=O)[O-])cc2)cc1` gave Sm TGR inh -6%, Shiga toxin inh -13, Giardia FBPA inh -3%, Pf growth 48h 3%, Pf growth 96h 19% and Cycloheximide cs 10.
For CCOC(=O)CSc1nc(C)c2ccc(C)cc2n1 the results were Sm TGR inh -32%, Shiga toxin inh 44, Giardia FBPA inh 3%, Pf growth 48h 27%, Pf growth 96h inconclusive and Cycloheximide cs 12*.
For O=C(NCC1CCCO1)c1cc(-c2ccncc2)nc2ccc(S(=O)(=O)N3CCOCC3)cc12 (configuration not stated) the results were Sm TGR inh 7%, Shiga toxin inh -10, Giardia FBPA inh 5%, Pf growth 48h -5%, Pf growth 96h -4% and Cycloheximide cs -2.
`N#Cc1c(/N=C/c2ccc(-c3ccccc3C(=O)O)o2)sc2c1CCCC2` gave Sm TGR inh -24%, Shiga toxin inh 111*, Giardia FBPA inh 14%, Pf growth 96h -3% and Cycloheximide cs 60*.
`CCC(=O)Nc1ccc2nc(C)n(Cc3ccccc3Cl)c(=O)c2c1` gave Sm TGR inh 2%, Shiga toxin inh 1, Giardia FBPA inh 0%, Pf growth 48h 13µM*, Pf growth 96h -70% and Cycloheximide cs 0.
`COc1ccccc1-c1cc(C(F)(F)F)n2ncc(S(=O)(=O)c3ccccc3)c2n1` gave Sm TGR inh -4%, Shiga toxin inh -4, Giardia FBPA inh -15%, Pf growth 48h inconclusive, Pf growth 96h inconclusive and Cycloheximide cs 2.
Cc1ccc(-c2nnc(COC(=O)c3cc(=O)[nH]c4ccccc34)o2)cc1 was read as Sm TGR inh 4%, Shiga toxin inh -12, Giardia FBPA inh -3%, Pf growth 48h 5%, Pf growth 96h 41%[activator] and Cycloheximide cs -1.
For Cc1cccc(C)c1NC(=O)C(C)c1ccc(-c2ccccc2)c(F)c1 (configuration not stated) the results were Sm TGR inh -34%, Shiga toxin inh 44, Giardia FBPA inh -7%, Pf growth 48h -24%, Pf growth 96h -14% and Cycloheximide cs 3.
CC1CCCN(CCCNC(=O)c2ccc(N3CCCC3=O)cc2)C1 (configuration not stated) was read as Sm TGR inh -5%, Shiga toxin inh -1, Pf growth 48h 3%, Pf growth 96h inconclusive and Cycloheximide cs -1.
Screening COc1ccccc1NC(=O)CC(c1ccc(OC(C)C)cc1)c1ccccc1OC (configuration not stated) returned Sm TGR inh 1%, Shiga toxin inh 7, Giardia FBPA inh 0%, Pf growth 48h -20%, Pf growth 96h inconclusive and Cycloheximide cs 3.
Cc1ccc(C(=O)N2CCN(c3cccc(C)c3C)CC2)cc1S(=O)(=O)N1CCOCC1 was read as Sm TGR inh 5%, Pf growth 48h inconclusive and Pf growth 96h inconclusive.
`CCc1ccccc1NCc1cc(=O)oc2cc(C)ccc12` gave Sm TGR inh 4%, Shiga toxin inh -21, Giardia FBPA inh -8%, Pf growth 48h -14%, Pf growth 96h 3% and Cycloheximide cs -1.
`COc1cc(C)c(C)cc1S(=O)(=O)n1c(C)nc2ccccc21` gave Sm TGR inh 6%, Shiga toxin inh -2, Giardia FBPA inh -21%, Pf growth 48h -1%, Pf growth 96h inconclusive and Cycloheximide cs -2.
Screening O=C(O)C1C(c2ccccc2)C(C(=O)OCc2ccco2)C1c1ccccc1 (configuration not stated) returned Sm TGR inh inconclusive, Shiga toxin inh -3, Giardia FBPA inh 15%, Pf growth 48h -7%, Pf growth 96h -7% and Cycloheximide cs -1.
Screening COc1ccc([N+](=O)[O-])cc1NC(=O)CCN1CCN(CCO)CC1 returned Sm TGR inh -2%, Shiga toxin inh -10, Giardia FBPA inh 0%, Pf growth 48h 27%, Pf growth 96h inconclusive and Cycloheximide cs -5.
Screening COC(=O)/C(=N/Nc1ccccc1OC)N1CCCc2ccccc21 returned Sm TGR inh 3%, Shiga toxin inh 36, Giardia FBPA inh 12%, Pf growth 48h inconclusive, Pf growth 96h inconclusive and Cycloheximide cs 15.
